Compound activity deposited in PubChem by Vanderbilt High Throughput Screening Facility.
GluA2 TARP mod – modulators of GluA2-stargazin AMPA receptor complexes, primary screen, cell-based, membrane potential dye. Voltage-dependent calcium channel gamma-2 subunit (Mus musculus) + Glutamate receptor 2 …. calls only at 30 µM. 3.5% of 40,000 active. HEK293 GluA2+stargazin, membrane potential dye (FDSS), glutamate EC50; hits were called plate by plate, in both directions;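 active = any of four per-well response measures lying three or more SD from its plate-wide compound average, in either direction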
GluA2 TARP mod agonism max-min – second read-out of GluA2 TARP mod, no call of its own (marks repeat the call); compound max-min signal; compound-alone response (agonism);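 unitless range of fluorescence divided by baseline over first 100 seconds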
GluA2 TARP mod glutamate slope – also measured in GluA2 TARP mod; calls as there; glutamate slope, % of max; measured here: glutamate response slope, % max;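 scaled per plate between vehicle wells and maximal 1 mM glutamate control wells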
* hit, by the source's call; i = inactive. Not all compounds are listed; count on the stated rates, not on these rows.

| GluA2 TARP mod | GluA2 TARP mod glutamate slope | GluA2 TARP mod agonism max-min | mol |
| --- | --- | --- | --- |
| i | 30.3 | 0.361 | O=C(c1cccc2ccccc12)N1CCN(c2ccc(Nc3ccncc3)nn2)CC1 |
| i | 55.3 | 0.0544 | NS(=O)(=O)c1ccc(CCNC(=O)c2ccc(=O)[nH]n2)cc1 |
| i | 47.3 | 0.0604 | COCCN1CCC(CNS(=O)(=O)c2ccc(OCC(C)C)cc2)CC1 |
| i | 66.5 | 0.0662 | CCN(C(=O)Cn1c(C2CC(=O)N(c3ccccc3C)C2)nc2ccccc21)c1ccccc1 (stereo not given) |
| i | 46.5 | 0.0639 | O=C(Cc1cc(-c2ccc(Cl)cc2)on1)NCCCn1ccnc1 |
| i | 51.8 | 0.0693 | CCOC(=O)C(CC)n1nc2ccc(S(=O)(=O)N3CCC(C)CC3)cn2c1=O (stereo not given) |

Only GluA2 TARP mod, for some of the entries so far:
Molecule | GluA2 TARP mod
NS(=O)(=O)c1ccc(CCNC(=O)c2ccc(=O)[nH]n2)cc1 | i
COCCN1CCC(CNS(=O)(=O)c2ccc(OCC(C)C)cc2)CC1 | i
CCN(C(=O)Cn1c(C2CC(=O)N(c3ccccc3C)C2)nc2ccccc21)c1ccccc1 (stereo not given) | i

Single records (already shown). Values in the order: GluA2 TARP mod	GluA2 TARP mod glutamate slope	GluA2 TARP mod agonism max-min
Entry for COCCN1CCC(CNS(=O)(=O)c2ccc(OCC(C)C)cc2)CC1 : i	47.3	0.0604
Entry for CCN(C(=O)Cn1c(C2CC(=O)N(c3ccccc3C)C2)nc2ccccc21)c1ccccc1 (stereo not given) : i	66.5	0.0662
